# From PubChem
# 14-3-3g Raf: 14-3-3 gamma protein interaction modulation | FP, 14-3-3gamma / TMR-pS259-Raf peptide binding | inhibition, % at 40 µM | 0.19% of 160,000 active | AID 422; in the data active means inhibition above about 30%;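 further: 0% = protein plus tracer without compound and 100% = blank with tracer alone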
# Target sequence (P61981 whole entry, looked up): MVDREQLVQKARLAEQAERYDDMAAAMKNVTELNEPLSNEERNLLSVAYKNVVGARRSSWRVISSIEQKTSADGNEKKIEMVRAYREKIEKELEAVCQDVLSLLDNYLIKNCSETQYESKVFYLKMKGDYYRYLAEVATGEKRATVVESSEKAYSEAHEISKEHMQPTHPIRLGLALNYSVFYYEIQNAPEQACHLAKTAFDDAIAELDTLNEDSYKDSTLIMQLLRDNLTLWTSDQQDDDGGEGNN
# Active calls of the source: *; & = joins results of further samples. This is a subset, so the mix of outcomes need not match the whole.
14-3-3g Raf,SMILES
-24,COc1ccc2nc3sc(C(=O)Nc4cccc(C#N)c4)cc3cc2c1
-2,COc1ccc(N2C(=O)CC(NCCC34CC5CC(CC(C5)C3)C4)C2=O)cc1 (stereo unspecified)
-9,COc1ccc(-n2sc3c(c2=S)-c2ccc(C)cc2NC3(C)C)cc1OC
-3,CCOC(=O)c1ccc2nc(NC(=O)c3ccc([N+](=O)[O-])cc3)sc2c1
4,CCCCOc1ccc(-c2nnc(-c3ccc([N+](=O)[O-])cc3)o2)cc1
2,CC1=C(C(=O)Nc2ccccc2)C(c2ccccc2O)NC(=S)N1 (stereo unspecified)
-5,COc1ccc(Br)c(C(=O)Nc2cc(C(=O)Nc3cccc(C(F)(F)F)c3)ccc2N2CC3CC(C2)c2cccc(=O)n2C3)c1 (stereo unspecified)
-27,CCOC(=O)c1c(C)[nH]c(C(=O)NCc2ccccc2OC)c1C
-3,CC(=O)c1ccc(N2CCCC2)c(F)c1
-17,CCC(=O)Nc1ncc2c(n1)CC(c1cc(OC)c(OC)c(OC)c1)CC2=O (stereo unspecified)
2,CCOC(=O)Cn1c(=O)oc2cc(S(=O)(=O)Nc3cccc(C)c3)ccc21
-6,C=C(C)Cn1c(Sc2nnc(C)s2)nc2c1c(=O)[nH]c(=O)n2C

# Copied from the list:
# CCOC(=O)c1ccc2nc(NC(=O)c3ccc([N+](=O)[O-])cc3)sc2c1 | 14-3-3g Raf = -3
# COc1ccc(Br)c(C(=O)Nc2cc(C(=O)Nc3cccc(C(F)(F)F)c3)ccc2N2CC3CC(C2)c2cccc(=O)n2C3)c1 (stereo unspecified) | 14-3-3g Raf = -5
# CCCCOc1ccc(-c2nnc(-c3ccc([N+](=O)[O-])cc3)o2)cc1 | 14-3-3g Raf = 4
# CC1=C(C(=O)Nc2ccccc2)C(c2ccccc2O)NC(=S)N1 (stereo unspecified) | 14-3-3g Raf = 2

# Carrying on:
14-3-3g Raf,SMILES
-1,CCOc1ccc(-n2nc(C(=O)Nc3nc4ccc(OC)cc4s3)c3ccccc3c2=O)cc1
-10,c1ccc(-c2nc3cc(Cc4ccc5oc(-c6ccccn6)nc5c4)ccc3o2)nc1
-27,Cc1ccc(S(=O)(=O)c2nc(-c3ccco3)oc2SCC(=O)Nc2ccc(F)cc2)cc1
-5,CCOC(=O)c1c(N=c2oc3ccc(OC)cc3cc2C(N)=O)sc2c1CCCC2
3,O=C(Nc1cc2ccccc2cc1NC(=O)c1cccs1)c1cccs1
-6,CC(C)CCNc1nc(N2CCCC2)c2c(c1C#N)CCN(C)C2
-7,O=C(c1cc2ccccc2oc1=O)N(Cc1ccco1)Cc1cccs1
1,CC(C)Cc1nnc(NC(=O)c2ccc([N+](=O)[O-])cc2)s1
6,C=C(C)CSc1nc2sc(C)c(C)c2c(=O)n1-c1ccccc1
-9,CN(CC(=O)Nc1cccc2c1CCCC2)S(=O)(=O)c1ccc(Br)s1
-2&0,Cc1cccc(NC(=O)c2cc3ccccc3o2)c1
-207,CS(=O)(=O)Nc1cccc(C2=NN(S(C)(=O)=O)C(c3ccc(F)cc3)C2)c1 (stereo unspecified)

# 3 entries drawn at random from those above, as already listed:
14-3-3g Raf,SMILES
-2,COc1ccc(N2C(=O)CC(NCCC34CC5CC(CC(C5)C3)C4)C2=O)cc1 (stereo unspecified)
-2&0,Cc1cccc(NC(=O)c2cc3ccccc3o2)c1
-3,CC(=O)c1ccc(N2CCCC2)c(F)c1

# Continued.
14-3-3g Raf,SMILES
0&-1,CC(C)CCn1c(CN2CC(C)OC(C)C2)nc2c1c(=O)n(C)c(=O)n2C (stereo unspecified)
0,CC(=O)Oc1ccc(Br)cc1C=Cc1nc2ccccc2[nH]c1=O
-11,CN(C)c1ccc(NC(=O)C(=O)NCCOc2ccccc2)cc1
-13,O=C(Nc1cccc(Br)c1)c1ccn(C(=O)c2ccc(Cl)cc2)n1
1,COc1cc(NC(=O)CCS(=O)(=O)c2ccc3c(c2)CCN3C(C)=O)cc(OC)c1
-2,CCOc1ccc(C2C(=O)N(C3CCCCCC3)CC(=O)N2Cc2cccs2)cc1OC (stereo unspecified)
2,O=C(Oc1cccc(-c2cnc3ccccc3n2)c1)c1cc(S(=O)(=O)N2CCOCC2)ccc1Cl
-2,CCCn1nnnc1SCC(=O)Nc1ccc(F)cc1
-5,CCOC(=O)c1sc2nc(C)nc(Nc3ccc(C)cc3)c2c1C
-8,O=C1CN(O)C=C2N=c3ccccc3=C2N1c1ccccc1
-28,O=C(Nc1ccc([N+](=O)[O-])cc1)c1cccc(S(=O)(=O)Nc2ccc(I)cc2)c1
-7,O=C(CCn1c(=O)c2sccc2n(Cc2ccc(Cl)cc2)c1=O)NCc1ccco1

# Brought forward from above: 2 entries; new compounds follow.
14-3-3g Raf,SMILES
-28,O=C(Nc1ccc([N+](=O)[O-])cc1)c1cccc(S(=O)(=O)Nc2ccc(I)cc2)c1
-7,O=C(CCn1c(=O)c2sccc2n(Cc2ccc(Cl)cc2)c1=O)NCc1ccco1
5,Cc1oc(C(=O)O)cc1CSCc1cc(C(=O)O)c(C)o1
-230,Cc1ccc2c(c1)Oc1cc([N+](=O)[O-])cc(Oc3ccc(Cl)cc3)c1C(=O)N2
-2,CCc1ccc(-n2c(SCc3ccccc3F)nc3[nH]ncc3c2=O)cc1
4,COCCn1c(SCC(=O)NCc2ccco2)nc2cccnc21
2,CN(C)c1nc(N2CCOCC2)nc(N(c2ccccc2)c2ccccc2)n1
-7,CC(C)(C)NS(=O)(=O)c1ccc(CCC(=O)O)cc1
-6,O=C(C1CCC1)N1CCc2cc(S(=O)(=O)N(CCO)Cc3ccccc3)ccc21
-6,Cc1ccc(N(CC(=O)Nc2c(C)n(C)n(-c3ccccc3)c2=O)S(=O)(=O)c2ccc(C)cc2)cc1
-5,COc1ccc(CCn2c(=S)[nH]c3cc(Cl)ccc3c2=O)cc1OC
1,CC1=C(C(=O)OC(C)C)C(c2cc3c(cc2Cl)OCO3)C2=C(CC(c3ccccc3)CC2=O)N1 (stereo unspecified)
-15,Cc1cc(C(F)(F)F)nn1CC(=O)O
-9,COc1ccc(NC(C)=O)cc1NC(=O)CN1CCN(S(=O)(=O)c2ccc(F)cc2)CC1
-3,O=C(NCCN1CCN(c2ccccc2)CC1)c1ccc2nc3cc(Cl)ccc3c(=O)n2c1
-1,Oc1ccc(C=Nc2ccc(N3CCOCC3)cc2)c(O)c1
-8,CCN1CCN(C(=O)c2ccc(CS(=O)c3ccccc3)o2)CC1 (stereo unspecified)
3,CCOC(=O)Cn1nnnc1C(C(C)C)N(Cc1cc2c(C)cc(C)cc2[nH]c1=O)C1CCCC1 (stereo unspecified)
-4&-3,C=CCn1cc(C(=O)OC)c(=O)c2cc(S(=O)(=O)N3CCC(C)CC3)ccc21
2,COc1ccc(S(=O)(=O)N2Cc3ccccc3CC2C(=O)O)cc1 (stereo unspecified)
-2,CC(C)(C)C1CCc2c(sc3c2C(=O)NC(c2ccco2)N3)C1 (stereo unspecified)
-14,COc1ccc(NC(=O)CSc2nc3c(c(=O)n2C)SC(C)C3)c(OC)c1 (stereo unspecified)
0,CC(=O)N1c2ccc(S(=O)(=O)N3CCN(Cc4ccccc4)CC3)cc2CC1C (stereo unspecified)
-226,COc1ccc(NC(=O)c2c(NCc3cccc(F)c3)sc3c2CCC3)cc1
0,Cc1ccc(-n2nc(C(=O)N(C)c3cccc(C(F)(F)F)c3)c3c4ccccc4n(C)c3c2=O)cc1
-8,COc1ccc(OC)c(NC(=O)C2c3cc(OC)c(OC)cc3C(=O)N(C)C2c2ccc(SC)cc2)c1 (stereo unspecified)
0,CCCC1CCC(c2ccc(-c3noc(-c4cccnc4)n3)cc2)CC1 (stereo unspecified)
-3,CC(NC(=O)c1ccco1)C(c1cccs1)N1CCN(c2ccccc2F)CC1 (stereo unspecified)
-9,CCc1ccc(C(=O)CC2(O)C(=O)N(CC)c3ccccc32)cc1 (stereo unspecified)
-109,Cc1ccc2nc(-c3ccc(N=Cc4ccc5c(c4)OCO5)cc3O)oc2c1
-5,O=C(COc1ccc(Cl)cc1)Nc1nc2ccccc2s1
-1,O=c1c2ccccc2nc2n1CCCS2
-5,COc1ccc(CN2CCNC(=O)C2CC(=O)O)cc1OC (stereo unspecified)
-3,CCOc1ccccc1NC(=O)c1ccccc1-c1nc(-c2ccccc2)no1
-3,Nc1nc2ccccc2n1CCOc1ccc2ccccc2c1
7,COC(=O)CSc1nc2c(cnn2-c2ccc(C)cc2)c(=O)[nH]1
1,Cc1cc(C)nc(SCc2nnc(SCC(=O)Nc3cc(C(F)(F)F)ccc3Cl)o2)n1
4,CC(C)n1c2ccccc2c2nnc(SCC(=O)N3CCCCC3)nc21
-2,O=[N+]([O-])c1cc2c(cc1C=Nc1ccc3oc(-c4cccc5ccccc45)nc3c1)OCO2
1,Cc1nnc(SCC(=O)N2CCN(S(=O)(=O)c3ccc(Cl)cc3)CC2)[nH]c1=O
5,C=C(C)c1nc2ccccc2c(=O)o1
0,O=C(c1cccc2ccccc12)n1nnc2ccccc21
0,CC1Cc2ccccc2N1C(=O)c1ccc2c(c1)nnn2C (stereo unspecified)
0,O=C(Nc1ccccc1[N+](=O)[O-])c1cccc(S(=O)(=O)NC2CCCCC2)c1
-58,C#CCOc1ccc(C2C(C(=O)OC)=C(C)NC3=C2C(=O)c2ccccc23)cc1OCC (stereo unspecified)
17,CCCCOc1ccc(S(=O)(=O)N2CCSC2c2cc(Br)ccc2OC)cc1 (stereo unspecified)
-8,CN(c1cccc(NC(=O)Cc2ccccc2)c1)S(C)(=O)=O
-9,CCOC(=O)c1ccc(NC(=O)C2CCN(S(=O)(=O)c3ccc(Cl)cc3)CC2)cc1
-1,CN(C)c1[nH]c(=O)c(C#N)c2c1CCN2Cc1ccccc1
-3,COc1ccc(-n2cnnn2)cc1
3,CCOc1ccc(-c2nc(C#N)c(N3CCN(C)CC3)o2)cc1
-8,Cc1sc(NC(=O)c2cccs2)nc1-c1ccccc1
-7,O=C(O)c1ccccc1C(=O)c1ccc(N2CCOCC2)c([N+](=O)[O-])c1
-8,COc1ccc(-c2cc(C(=O)NCc3ccccc3)no2)cc1OC
-10,O=C(NCC(=O)N(Cc1cccs1)C(C(=O)NC1CCCC1)c1ccncc1)c1ccco1 (stereo unspecified)
-2,CCOC(=O)C1Cc2c([nH]c3ccccc23)C(C)N1 (stereo unspecified)
-12,O=C(CSc1nc2c(c(=O)n1-c1ccc(Cl)cc1)SCC2)N1CCCCC1
0,Cc1cc(C(=O)NCc2ccccc2F)cs1
-7,COc1ccc(CNC(=O)CSc2ncn[nH]2)cc1
-34,Cc1cc(-c2cccc(Br)c2)c(C#N)c(N)n1
2,CCCCN1C(=O)C(O)(CC(=O)c2ccc(C(C)C)cc2)c2cc(Br)ccc21 (stereo unspecified)
-4,O=C(Nc1cc(C(=O)N2CCN(c3ccccc3Cl)CC2)ccc1N1CC2CC(C1)c1cccc(=O)n1C2)c1cccs1 (stereo unspecified)

# The listing continues:
14-3-3g Raf,SMILES
-9,COc1cc(OC)c(NC(=O)c2ccco2)cc1Cl
-6,COc1ccc(Cl)c(NC(=O)Cn2nnc(-c3ccccc3N)n2)c1
-2&1,CCN1CCN(C(=O)c2cn(CCOC)c(=O)c3c2c2ccccc2n3C)CC1
4,COc1ccc(CCn2c(C)c(C(C)=O)c3cc(OC(=O)c4ccco4)ccc32)cc1OC
-10,CCCCCOc1ccc(C(=O)N(Cc2ccco2)C2CCS(=O)(=O)C2)cc1 (stereo unspecified)
-2,COc1ccccc1N1CCN(C(=O)Cn2cnc3sc(C)c(S(=O)(=O)N4CCOCC4)c3c2=O)CC1
-26,Nc1cc(C(=O)O)ccc1Nc1ccc(F)c(F)c1
-9,O=C(c1cccc(COc2ccc(Cl)cc2Cl)c1)N1CCN(c2ccccn2)CC1
-8,CCn1c(=S)sc2c(=O)n(-c3ccccc3)c(SCC(=O)C(C)(C)C)nc21
1,NS(=O)(=O)c1ccc(CCn2c(SCc3cc(F)cc4c3OCOC4)nc3ccccc3c2=O)cc1
4,Cn1c(NCC(O)c2ccccc2)nc2c1c(=O)n(Cc1ccc(Cl)cc1)c(=O)n2C (stereo unspecified)
7,CC(NC(=O)c1ccc(CSCc2ccccc2F)o1)c1ccccc1 (stereo unspecified)

# Some of these compounds in order of their number in 14-3-3g Raf, smallest number first.
SMILES | 14-3-3g Raf
CCn1c(=S)sc2c(=O)n(-c3ccccc3)c(SCC(=O)C(C)(C)C)nc21 | -8
COc1ccccc1N1CCN(C(=O)Cn2cnc3sc(C)c(S(=O)(=O)N4CCOCC4)c3c2=O)CC1 | -2
COc1ccc(CCn2c(C)c(C(C)=O)c3cc(OC(=O)c4ccco4)ccc32)cc1OC | 4
CC(NC(=O)c1ccc(CSCc2ccccc2F)o1)c1ccccc1 (stereo unspecified) | 7

# (cont.)
14-3-3g Raf,SMILES
-4,COCCn1c(=S)[nH]c2cc(C(=O)OC)ccc2c1=O
1,CCOC(=O)c1ccc(-n2c(C)nc3c(cnn3-c3ccccc3C)c2=O)cc1
-8,O=C(c1ccc(Cl)c(Cl)c1)N1CCOCC1
2,O=C(NCc1ccccn1)C(=O)Nc1ccc(Br)cc1
-8&-11,Cc1ccc(C)c(Cn2c(=O)n(CCC(=O)NCc3ccco3)c(=O)c3ccccc32)c1
3,Cc1cc(C)nc(NS(=O)(=O)c2ccc(Nc3nc(-c4ccc(F)c(C)c4)cs3)cc2)n1
-1,C=CCOC(=O)C1=C(C)NC2=C(C(=O)CC(C)(C)C2)C1c1ccc(OCCC)c(OC)c1 (stereo unspecified)
1,Cc1ccc(NC(=O)c2sc3nc(-c4ccc(F)cc4)ccc3c2N)cc1F
14,CC(C)C(=O)NC(c1ccccc1Cl)c1ccc2cccnc2c1O (stereo unspecified)
3,Brc1ccc(-c2noc(-c3cccc(I)c3)n2)cc1
-25,Cc1ccc(-n2nc(-c3cccnc3)cc2C(=O)N2CCOCC2)c(C)c1
-8,CCOC(=O)Cc1c(C)nc2c(-c3ccccc3)c(-c3ccccc3)nn2c1C
-8,C=COC(=O)c1sc2nc(C)cc(C)c2c1N
-5,CCOC(=O)C1CCN(S(=O)(=O)c2ccc(-c3nc4ccccc4s3)s2)CC1
0,CCc1ccc(C2=CC(c3cccc(OC)c3OC)n3ncnc3N2)cc1 (stereo unspecified)
3,Cc1ccc(-c2nc(-c3cccnc3)no2)c(C)c1
-12,Cc1cc(=O)oc2ccc(OCC(=O)N3CCc4ccccc43)cc12
-32,Cc1cc(C)c(S(=O)(=O)Nc2cc3sc(=O)oc3c3ccccc23)cc1C
